Screening results deposited in PubChem BioAssay by IUPUI and University of Michigan.
ST2 IL33 inh: inhibitors of human ST2 (IL1RL1) binding to IL-33, primary screen, biochemical, AlphaLISA; actives 2.3% (n = 78,000); Interleukin-1 receptor-like 1 (Homo sapiens), Q01638; AlphaLISA ST2-Fc/biotin-IL-33 interaction, 1 h; AID 1259354, 2018; inhibition, % for hits at 17 µM; in the data active means inhibition above about 30%; inconclusive means mostly about 10% to 28%
Target sequence (Q01638 whole entry, looked up): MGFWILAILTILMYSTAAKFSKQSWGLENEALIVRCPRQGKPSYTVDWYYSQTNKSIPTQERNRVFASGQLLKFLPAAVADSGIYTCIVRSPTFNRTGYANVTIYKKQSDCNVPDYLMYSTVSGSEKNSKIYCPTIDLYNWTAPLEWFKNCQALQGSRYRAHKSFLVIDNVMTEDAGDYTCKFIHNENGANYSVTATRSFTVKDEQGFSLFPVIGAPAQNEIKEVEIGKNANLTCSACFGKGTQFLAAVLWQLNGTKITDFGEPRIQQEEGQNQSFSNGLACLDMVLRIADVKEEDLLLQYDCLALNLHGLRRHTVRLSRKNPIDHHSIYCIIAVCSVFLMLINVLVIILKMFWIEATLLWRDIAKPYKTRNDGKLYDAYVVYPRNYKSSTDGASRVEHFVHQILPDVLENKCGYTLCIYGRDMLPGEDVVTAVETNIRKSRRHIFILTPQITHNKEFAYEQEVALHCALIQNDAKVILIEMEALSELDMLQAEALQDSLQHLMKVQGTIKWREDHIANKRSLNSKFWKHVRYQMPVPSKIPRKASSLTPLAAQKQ
An asterisk follows results filed as active.

`CC1=C(C(=O)OC(C)C)C(c2ccc(F)cc2)C(C#N)=C(N)O1` (stereo unspecified) gave ST2 IL33 inh inactive.
CCC(C)NC(=O)C1CC(=O)N(c2ccc(F)cc2)C1 (stereo unspecified) was read as ST2 IL33 inh 33%*.
For COc1ccc(Br)cc1S(=O)(=O)n1cnc2cc([N+](=O)[O-])ccc21 the results were ST2 IL33 inh inactive.
Screening CCN(CC)C(=O)Nc1ccccc1C returned ST2 IL33 inh inactive.
Screening Cc1cc(/C=C2\C(=O)NC(=O)N(C)C2=O)c(C)n1-c1ccc(F)c(Cl)c1 returned ST2 IL33 inh 46%*.
Cc1c(Cl)cccc1NC(=O)CCCn1nc([N+](=O)[O-])c(Cl)c1C was read as ST2 IL33 inh inactive.
O=C(Nc1ncc2c(n1)CC(c1ccc(Cl)cc1)CC2=O)c1ccccc1 (stereo unspecified) was read as ST2 IL33 inh inconclusive.
`C=CCn1c(CNC(=O)c2ccc(F)cc2)nc2ccccc21` gave ST2 IL33 inh inactive.
Cc1cc(C(=O)N2CCCC3(CC2)CNC(=O)O3)c2cccc(Cl)c2n1 (stereo unspecified) was read as ST2 IL33 inh inactive.
COc1ccc(CCNc2ncnc3c2cnn3-c2cccc(C)c2)cc1OC was read as ST2 IL33 inh inconclusive.
`O=C(C1CC1)N1CCc2cc(S(=O)(=O)Nc3ccccc3F)ccc21` gave ST2 IL33 inh inactive.
For CCNc1ncc(C(=O)NCC2(O)CCCNCC2)cn1 (stereo unspecified) the results were ST2 IL33 inh inactive.
`Fc1cccc2sc(Nc3nnc(-c4ccco4)o3)nc12` gave ST2 IL33 inh inactive.
CCOC(=O)c1c(C)oc2ccc(OCC(=O)c3ccc(OC)cc3)cc12 was read as ST2 IL33 inh inconclusive.
`CSc1cccc(NC(=O)N[C@H]2C[C@@H](C(=O)N[C@@H](CCCNC(=O)CC(C)(C)C)C(N)=O)N(C(=O)CC(C)(C)C)C2)c1` gave ST2 IL33 inh inactive.
`O=S(=O)(c1ccccc1)N1CCCC(C(F)(F)F)C1` (stereo unspecified) gave ST2 IL33 inh inactive.
For Cc1ccc(Br)cc1NCN1C(=O)c2ccc(Br)cc2C1=O the results were ST2 IL33 inh inconclusive.
`CC(C)CC1=NN(C(=O)c2ccccc2Cl)C(O)(C(F)(F)F)C1` (stereo unspecified) gave ST2 IL33 inh inactive.
Screening CN1CCC2(CC1)CN(C(=O)c1cnnn1-c1ccccc1)CCN2C returned ST2 IL33 inh inactive.
`Cc1ccc(Cn2ccc(NC(=O)c3noc4c3CCCC4)n2)cc1` gave ST2 IL33 inh inactive.

4 structures from above, sorted by count of non-hydrogen atoms, falling.
COc1ccc(CCNc2ncnc3c2cnn3-c2cccc(C)c2)cc1OC was read as ST2 IL33 inh inconclusive.
`Cc1ccc(Cn2ccc(NC(=O)c3noc4c3CCCC4)n2)cc1` gave ST2 IL33 inh inactive.
CCC(C)NC(=O)C1CC(=O)N(c2ccc(F)cc2)C1 (stereo unspecified) was read as ST2 IL33 inh 33%*.
Screening CCN(CC)C(=O)Nc1ccccc1C returned ST2 IL33 inh inactive.

3 compounds picked at random from those above:
Screening Cc1cc(/C=C2\C(=O)NC(=O)N(C)C2=O)c(C)n1-c1ccc(F)c(Cl)c1 returned ST2 IL33 inh 46%*.
For COc1ccc(Br)cc1S(=O)(=O)n1cnc2cc([N+](=O)[O-])ccc21 the results were ST2 IL33 inh inactive.
COc1ccc(CCNc2ncnc3c2cnn3-c2cccc(C)c2)cc1OC was read as ST2 IL33 inh inconclusive.

(more compounds)
Cc1ccc2c(c1)N(CCC(=O)NCc1ccccn1)C(=O)CO2 was read as ST2 IL33 inh inactive.
`CCOC(=O)C1C(=O)C=C(c2ccc(F)cc2)CC1c1ccc(OC)c(OC)c1` (stereo unspecified) gave ST2 IL33 inh inactive.
For COc1ccc2c(=O)c(-c3ccccc3Cl)c(C(F)(F)F)oc2c1 the results were ST2 IL33 inh inactive.
CS(=O)(=O)N1CCCC(C(=O)NC2CC2)C1 (stereo unspecified) was read as ST2 IL33 inh inactive.
Screening Cc1ccc(CNc2nc3ccccc3n2CCN(C)C)o1 returned ST2 IL33 inh inactive.
For Cn1c(=O)c2nc(-c3ccc(Cl)c(Cl)c3)oc2c2ccccc21 the results were ST2 IL33 inh inactive.
`CC1CCN(C(=O)C(NS(=O)(=O)c2cccc3nsnc23)C(C)C)CC1` (stereo unspecified) gave ST2 IL33 inh inactive.
For COc1ccccc1S(=O)(=O)Cc1ccc(C(=O)NC2CCCCC2)o1 the results were ST2 IL33 inh inactive.
For CCOC(=O)c1ccc(Nc2c3c(nc4ccccc24)CCC3)cc1 the results were ST2 IL33 inh inactive.
COc1ccc(NC(=O)c2oc3ccccc3c2NC(=O)COc2ccccc2F)cc1 was read as ST2 IL33 inh inactive.
COc1ccc(C(=O)N2C[C@@H]3C[C@H](C2)c2ccc(NS(=O)(=O)c4cccc(F)c4)c(=O)n2C3)cc1 was read as ST2 IL33 inh inactive.
`N#Cc1cccc(-c2ccnc(N[C@H]3CO[C@H]4[C@@H]3OC[C@H]4OC(=O)Nc3cccc(C(F)(F)F)c3)n2)c1` gave ST2 IL33 inh inconclusive.
O=C(C1c2ccccc2C(=O)N2CCc3ccccc3C12)N1CCN(c2ccccn2)CC1 (stereo unspecified) was read as ST2 IL33 inh inactive.
`COc1ccc(C(=O)Nc2ccc(Nc3nc(C)cc(N(C)C)n3)cc2)cc1` gave ST2 IL33 inh inconclusive.
Screening Cc1ccc(C(c2sc3nc(C)nn3c2O)N2CCN(C)CC2)cc1 (stereo unspecified) returned ST2 IL33 inh inactive.
Screening COc1cccc(C2C(C#N)=C(N)SC(N)=C2C#N)c1 returned ST2 IL33 inh inactive.
`CC(=O)Nc1ccc(Cl)c(C(=O)N(CCCO)Cc2cccs2)c1` gave ST2 IL33 inh inactive.
For CCOC(=O)N1CCC(N2CCOC(Cc3ccccc3)C2)CC1 (stereo unspecified) the results were ST2 IL33 inh inactive.
`c1ccc(COc2cccc(CN3CCN(c4ncccn4)CC3)c2)cc1` gave ST2 IL33 inh inactive.
Cc1cc2ncc(-c3ccc(Br)cc3)nc2cc1C was read as ST2 IL33 inh inactive.
CCCn1c(C(O)c2ccc(C(C)C)cc2)nc2ccccc21 (stereo unspecified) was read as ST2 IL33 inh inactive.
C/C(=C\c1ccccc1)CN1CCC(O)(CO)CC1 was read as ST2 IL33 inh inconclusive.
`COc1cc(/C=C(\C#N)C(=O)c2ccc(O)c(O)c2)cc(I)c1O` gave ST2 IL33 inh inconclusive.
`Cc1nc2nc[nH]n2c(=O)c1NC(=O)Nc1ccccc1F` gave ST2 IL33 inh inactive.
`CC(=O)NC1=NN(C(C)=O)C(c2sccc2C)S1` (stereo unspecified) gave ST2 IL33 inh inactive.
`COc1ccc(CC2CN(C(=O)CCc3ccco3)CCO2)cc1` (stereo unspecified) gave ST2 IL33 inh inactive.
For O=C(Cn1c(-c2cscn2)nc2ccccc21)Nc1ccccc1F the results were ST2 IL33 inh inconclusive.
For CC(=O)Nc1ccc(C(C)(c2ccccc2)c2ccc(NC(C)=O)cc2)cc1 the results were ST2 IL33 inh inactive.
Screening Cc1cccc(Oc2nc3c(c(=O)n(C)c(=O)n3C)n2Cc2ccc(F)cc2)c1 returned ST2 IL33 inh inactive.
For CCCOc1ccc(CCC(=O)O)cc1 the results were ST2 IL33 inh inactive.
For OC1CCCN(Cc2cccc(F)c2)C1 (stereo unspecified) the results were ST2 IL33 inh inactive.
Screening COc1ccc(F)c(-c2cc3c(cc2C(N)=O)OCO3)c1 returned ST2 IL33 inh inconclusive.
Screening COc1ccccc1-n1c(SCC(=O)NCCc2ccccc2)nc2c(c1=O)SCC2 returned ST2 IL33 inh inconclusive.
Cc1ccc(NC2c3ccccc3C(=O)N2Cc2ccccc2)cc1F (stereo unspecified) was read as ST2 IL33 inh inactive.
Screening O=C1c2ccccc2C(=O)N1C1c2ccccc2Oc2ccccc21 returned ST2 IL33 inh inactive.
Screening CN(Cc1cnn(-c2ccc(F)cc2)c1)Cc1ncccc1C(=O)O returned ST2 IL33 inh inconclusive.
For CCc1nc2ccccc2n1CC(O)COc1ccc(C(=O)OC)cc1 (stereo unspecified) the results were ST2 IL33 inh inactive.
Screening O=C(Nc1cccc(N2CCCS2(=O)=O)c1)c1ccc(Br)o1 returned ST2 IL33 inh inactive.
Screening CCc1cnc(-c2ccc(F)c(CO)c2)nc1 returned ST2 IL33 inh inactive.
CCCOC(=O)C(C)Sc1n[nH]c(=O)[nH]c1=O (stereo unspecified) was read as ST2 IL33 inh inactive.

Of the compounds above, these have a nitro group on carbon:
For COc1ccc(Br)cc1S(=O)(=O)n1cnc2cc([N+](=O)[O-])ccc21 the results were ST2 IL33 inh inactive.
Cc1c(Cl)cccc1NC(=O)CCCn1nc([N+](=O)[O-])c(Cl)c1C was read as ST2 IL33 inh inactive.

(continued)
For COc1ccc(C(=O)Nc2c3c(nn2-c2cccc(Cl)c2)CS(=O)C3)c(OC)c1 (stereo unspecified) the results were ST2 IL33 inh inactive.
Cc1cc(/C=C/c2ccccc2)cnc1N was read as ST2 IL33 inh inactive.
CCOc1ccc(N2C(=O)CC(N3CCC(O)(c4ccc(Br)cc4)CC3)C2=O)cc1 (stereo unspecified) was read as ST2 IL33 inh inactive.
For CN(C)c1ncnc2c1C(c1ccccc1)c1c(ncnc1N(C)C)O2 the results were ST2 IL33 inh inactive.
`CC1=C(C(=O)Nc2ccccn2)C(c2ccc([N+](=O)[O-])cc2)C2=C(CC(C)(C)CC2=O)N1` (stereo unspecified) gave ST2 IL33 inh inactive.
Screening O=C(c1c(F)cccc1F)N(c1ccc(F)cc1)C1C=CS(=O)(=O)C1 (stereo unspecified) returned ST2 IL33 inh inactive.
For COc1ccc(-c2cccc(C(C)N(C)C)c2)cc1CO (stereo unspecified) the results were ST2 IL33 inh inactive.
For CCCN(CCC)CCNC(=O)c1cc(-c2cccs2)nc2ccccc12 the results were ST2 IL33 inh inactive.
For O=C1OC(c2ccccc2)=C/C1=C/c1ccc(F)cc1 the results were ST2 IL33 inh inconclusive.
For CC(C)Cc1cc(CNC(=O)C2COc3ccccc3O2)no1 (stereo unspecified) the results were ST2 IL33 inh inactive.
For CC(C)N1CCNC(=O)C1CC(=O)N(C)Cc1nc2ccccc2[nH]1 (stereo unspecified) the results were ST2 IL33 inh inconclusive.
For Cc1cc(NS(=O)(=O)c2ccc3c(c2)CCN3C(=O)C2CC2)ccc1Br the results were ST2 IL33 inh inactive.
`CCc1cc(NCC2(O)CCCCC2)nc(N2CCOCC2)n1` gave ST2 IL33 inh inconclusive.
`CCOc1ccc(N=Cc2c(O)n(-c3ccccc3OC)c(=O)c3ccccc23)cc1` gave ST2 IL33 inh inconclusive.
Screening CC1=CC(C)(C)N(C(=O)C(C)N2C(=O)c3ccccc3C2=O)c2cc(C)c(C)cc21 (stereo unspecified) returned ST2 IL33 inh inactive.
CCOc1ccc2cc(C3CC(c4ccc(C)cc4)=NN3C(=O)CCC(=O)O)c(=O)[nH]c2c1 (stereo unspecified) was read as ST2 IL33 inh inconclusive.
`COc1ccc(OC)c(NC(=O)N2CCC(n3c(C)nc4cccnc43)CC2)c1` gave ST2 IL33 inh inactive.
For O=C1N=C(N2CCCCC2)S/C1=C\c1cccs1 the results were ST2 IL33 inh inconclusive.
CC(C)(C)c1nnc([C@H]2CCN(S(=O)(=O)Cc3ccccc3)C2)o1 was read as ST2 IL33 inh inactive.
CN1CCC2(CCCN(C(=O)COc3ccc4c(c3)OCO4)CC2)CC1 was read as ST2 IL33 inh inactive.

Entries from the list above with a thiophene ring, fused or not:
`CC(=O)Nc1ccc(Cl)c(C(=O)N(CCCO)Cc2cccs2)c1` gave ST2 IL33 inh inactive.
`CC(=O)NC1=NN(C(C)=O)C(c2sccc2C)S1` (stereo unspecified) gave ST2 IL33 inh inactive.
For CCCN(CCC)CCNC(=O)c1cc(-c2cccs2)nc2ccccc12 the results were ST2 IL33 inh inactive.
For O=C1N=C(N2CCCCC2)S/C1=C\c1cccs1 the results were ST2 IL33 inh inconclusive.

Further results
O=C(CC1C(=O)NCCN1C1CCCC1)NCC1CCN(Cc2ccccc2)CC1 (stereo unspecified) was read as ST2 IL33 inh inactive.
OC[C@H]1O[C@@H](n2cnc3c(NCCc4ccccc4)ncnc32)[C@H](O)[C@@H]1O was read as ST2 IL33 inh inactive.
CC(C)CC(=O)Nc1ccc([N+](=O)[O-])c(NC(=O)CC(C)C)c1 was read as ST2 IL33 inh inactive.
`Cn1c(C(=O)N2CCCC3(CNC(=O)O3)C2)cc2c(Cl)cccc21` (stereo unspecified) gave ST2 IL33 inh inactive.
Cc1ccc(N=Cc2nc(-c3ccc(Br)cc3)oc2O)cc1 was read as ST2 IL33 inh inactive.
Screening CCn1c(C2CCCN(C(=O)c3cccc(Cn4cccn4)c3)C2)nn(C)c1=O (stereo unspecified) returned ST2 IL33 inh inconclusive.
Cn1c(=O)c2c(nc(NCCCO)n2Cc2ccc(F)cc2)n(C)c1=O was read as ST2 IL33 inh inconclusive.
`O=C(COc1ccccc1)Nc1ccc2n(c1=O)C[C@H]1C[C@@H]2CN(C(=O)c2ccccn2)C1` gave ST2 IL33 inh inactive.
`CCC(C)NC(=O)CNC(=O)Cn1ccc2ccccc2c1=O` (stereo unspecified) gave ST2 IL33 inh inactive.
Screening CCn1c(CC2CCN(C(=O)CCCN3CCCC3)CC2)nn(C)c1=O returned ST2 IL33 inh inactive.
`Cc1cnc(NCCc2nn[nH]n2)nc1N(C)C` gave ST2 IL33 inh inactive.
For O=C(NCc1scnc1-c1ccccc1)C1CCC(=O)N(Cc2ccccn2)C1 (stereo unspecified) the results were ST2 IL33 inh inactive.
`CC(C)(C)C(=O)Cn1c(=O)n(-c2ccccc2)c(=O)c2sccc21` gave ST2 IL33 inh inactive.
`COc1ccc(-n2ncc3c(N4CCC(C)CC4)ncnc32)cc1` gave ST2 IL33 inh inactive.
For COC1=CC(=O)O[C@@H](/C=C/c2ccccc2)[C@@H]1O the results were ST2 IL33 inh inconclusive.
For Cc1nn(-c2cccc(Br)c2)c(C)c1[C@@H]1C=C[C@@H](NC(=O)CC2(CC(=O)O)CCCC2)C1 the results were ST2 IL33 inh inconclusive.

Not all compounds are listed; count on the stated rates, not on these rows.
